Compound activity as filed in PubChem BioAssay.
DSG3 Ab inh – inhibitors of pemphigus antibody binding to DSG3, primary screen, biochemical, bead-based, flow cytometry, scFv-GFP | 310,000 tested, 0.48% active | binding (percent of control), % at 10 µM | AID 588358, 2011 | DSG3-coupled beads, scFv-anti-DSG3-GFP binding; stronger effect = lower value;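 active means binding more than 3 SD below its plate's average and above zero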;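 further: hits lower antibody fragment binding to DSG3; some compounds called inactive have numbers as strong as hits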
Target sequence (P32926 whole entry, looked up, the tested form may be a part): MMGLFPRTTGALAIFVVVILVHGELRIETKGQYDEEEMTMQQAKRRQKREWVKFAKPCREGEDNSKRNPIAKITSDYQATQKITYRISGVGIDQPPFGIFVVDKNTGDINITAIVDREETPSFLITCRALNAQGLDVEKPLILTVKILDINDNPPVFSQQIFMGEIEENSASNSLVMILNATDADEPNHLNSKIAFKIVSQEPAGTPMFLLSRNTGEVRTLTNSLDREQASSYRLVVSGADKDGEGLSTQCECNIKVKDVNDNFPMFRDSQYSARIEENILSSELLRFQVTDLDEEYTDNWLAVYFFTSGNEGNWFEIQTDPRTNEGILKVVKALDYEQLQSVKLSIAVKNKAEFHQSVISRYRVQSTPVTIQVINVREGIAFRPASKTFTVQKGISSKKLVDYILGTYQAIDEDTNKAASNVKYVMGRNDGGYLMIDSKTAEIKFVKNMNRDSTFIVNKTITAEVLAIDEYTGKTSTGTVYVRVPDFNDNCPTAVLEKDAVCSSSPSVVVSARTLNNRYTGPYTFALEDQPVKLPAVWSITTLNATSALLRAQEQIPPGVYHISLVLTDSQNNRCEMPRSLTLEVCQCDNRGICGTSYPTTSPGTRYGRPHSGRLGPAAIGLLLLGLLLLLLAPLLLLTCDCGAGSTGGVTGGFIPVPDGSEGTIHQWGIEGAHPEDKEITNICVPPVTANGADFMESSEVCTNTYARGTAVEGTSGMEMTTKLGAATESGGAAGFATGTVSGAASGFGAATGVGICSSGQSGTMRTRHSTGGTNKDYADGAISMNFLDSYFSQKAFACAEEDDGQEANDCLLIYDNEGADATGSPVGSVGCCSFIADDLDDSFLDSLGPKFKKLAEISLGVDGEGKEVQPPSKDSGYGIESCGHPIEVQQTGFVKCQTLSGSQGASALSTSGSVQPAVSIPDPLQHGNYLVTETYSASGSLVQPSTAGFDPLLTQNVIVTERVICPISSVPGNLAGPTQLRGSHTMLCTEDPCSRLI
E coli growth – E. coli V3065 growth inhibition, primary screen, counter-screen for AddAB inhibitor project, absorbance, OD600. inhibition, % at 11.9 µM. 18 h. 330,000 tested, 0.27% active;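 active means inhibition above the campaign's mean inhibition across all tested compounds plus 3 SD, cut at about 9.9% in these data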;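 further: uninfected addAB+ strain grown without phage in ampicillin broth; 0% = DMSO wells and 100% = ciprofloxacin 0.95 µg/ml wells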
PfHsp90 set2 – growth inhibition of PfHsp90-expressing yeast, primary screen, antimalarial PfHsp90 inhibitor project, S. cerevisiae, BacTiter-Glo luminescence, single point, set 2; BacTiter-Glo ATP, 48 h; yeast lacking PDR1 and PDR3 efflux regulators; inhibition, % at 9.4 µM; 310,000 tested, 0.32% active;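 active means every replicate shows inhibition above about 80%, whatever the replicate mean, limit read from the data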;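 further: 0% = DMSO neutral controls and 100% = 20 µM radicicol positive controls; yeast relying on Plasmodium falciparum Hsp90 in place of its own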
AddAB inh – growth inhibition of E. coli expressing H. pylori AddAB, primary screen, AddAB inhibitor project, absorbance | inhibition, % at 11.9 µM | 330,000 tested, 0.29% active | AID 435030, 2010; in the data active means inhibition above about 12%;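 further: 0% = vehicle wells of infected cells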
Arrestin-AP2 inh – inhibitors of beta-arrestin/AP2 binding, primary screen, biochemical, GPCR trafficking, flow cytometry; beta-arrestin 1 C-terminal peptide binding to AP2 beta2-adaptin appendage (human); FITC-arrestin peptide / GST-AP2 beads; AP2 beta2 appendage carries R879A mutation; inhibition, % at 10 µM; 340,000 tested, 0.31% active; AID 504490, 2011;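 active means inhibition above a set limit, near 3 SD of compounds lacking own fluorescence, cut at about 54% in these data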;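 further: plate controls were DMSO wells for no effect and 5 µM unlabelled arrestin peptide for full effect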
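system = GST-tagged AP2 beta2-adaptin appendage (R879A) on 4 µm glutathione beads | reagent = FITC-labelled arrestin peptide probe, 50 nM final | schedule = compound with beads 12 min RT, then probe 1 h RT | signal = HyperCyt-sampled flow cytometry, FL1 channel, ex 488/em 535 nm | read-out = percent response from loss of bead-bound FITC fluorescence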
MOR-DOR ag – agonists of OPRM1-OPRD1 heterodimerization, primary screen, cell-based, luminescence | Mu-type opioid receptor (Homo sapiens) + Delta-type opioid receptor (Homo sapiens), … | cells | activation, % at 9.3 µM | 340,000 tested, 0.3% active | AID 504326, 2011; in the data active means activation above about 18%;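 further: 0% = vehicle-treated cells and 100% = reference agonist; values of inactives mirror those of a sister screen read the other way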
Mot1-301 SUMO – yeast Mot1-301 growth rescue at high temperature, primary screen, SUMOylation pathway inhibitor project, S. cerevisiae, ATP luminescence, 38.5C. S. cerevisiae Mot1-301 growth rescue; percent above DMSO median, 100 means doubled. growth rescue, % at 18.8 µM. 320,000 tested, 1% active. AID 2716, 2010;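 active means every valid replicate shows activation above 250% relative to neutral control wells; inactive means the rest, any valid replicate at or below 250%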;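 further: OY570 slx delta 5 strain wells were the positive control but not used for scaling; some compounds called inactive have numbers as strong as hits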
MOR-DOR inv ag – inverse agonists of MOR-DOR heterodimerization, primary screen, cell-based, luminescence | Mu-type opioid receptor (Homo sapiens) + Delta-type opioid receptor (Homo sapiens), … | cell-based MOR-DOR heterodimer luminescence, inverse agonism | inhibition, % at 9.3 µM | 340,000 tested, 0.21% active; in the data active means inhibition above about 22%, passing the limit was not always enough;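 further: 0% = cells with DMSO and 100% = wells without cells with DMSO; values of inactives mirror those of a sister screen read the other way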
Tat transport – E. coli Tat export inhibitors, primary screen, MC4100, TorA-mCherry reporter, fluorescence, single point | inhibition, % at 10 µM | 340,000 tested, 0.036% active;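 active means mean replicate inhibition at least 50% and at least half of replicates individually reaching 50%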;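 further: exported cargo escapes ClpAP degradation while cytoplasmic cargo is degraded and loses fluorescence; 0% = median of neutral control wells and 100% = median of NaSCN control wells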
phage Ecoli inh – growth loss of phage-infected E. coli, primary screen, RecBCD inhibitor project, absorbance, with phage, HTS; inhibition, % at 11.9 µM; 360,000 tested, 0.26% active; AID 651602, 2012; in the data active means inhibition above about 11%
PKA-R1A act – activators of PKA-R1A holoenzyme, primary screen, biochemical, fluorescence polarization, Cy5-IP20, bovine R1A, mouse PKAc; 340,000 tested, 0.083% active; PKA-R1A dissociation; scaled: DMSO 0%, 113 µM cGMP 100%; cAMP-dependent protein kinase type I-alpha regulatory subunit (Bos taurus) + …; activation, % at 11.4 µM;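 active means percent activation above the mean of all tested compounds plus 3 SD, cut at about 19% in these data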;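 further: higher means more PKAc released from R1A so a rise in polarization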
Active calls of the source: *; nt = no result given.

SMILES	DSG3 Ab inh	E coli growth	PfHsp90 set2	AddAB inh	Arrestin-AP2 inh	MOR-DOR ag	Mot1-301 SUMO	MOR-DOR inv ag	Tat transport	phage Ecoli inh	PKA-R1A act
CCOC(=O)c1nnc(-c2ccccc2)nc1Oc1ccc(Cl)cc1	91	-1.4	nt	1.6	-8	2.0	-23	-10	0	3.6	3
CCC(=O)c1ccc(OCC(=O)OCC(=O)NC2CCCCCCC2)cc1	107	0.4	3	0.1	-9	-4.8	302	26	-1	-0.9	3
COCCCN1C(=O)/C(=C/c2ccc(CNS(=O)(=O)c3ccccc3)o2)C(C(=O)OC)=C1C	104	-0.8	-25	0.1	3	-0.4	-13	2	4	2.4	6
CN(C)CCCNC(=O)/C(=C\c1ccc(-c2ccc(Br)cc2)o1)NC(=O)c1ccccc1	104	-3.0	9	2.6	-10	0.8	22	-4	0	3.5	-14
Cc1cccc(OCc2nnc(SCn3nnc4ccccc4c3=O)o2)c1	nt	-2.2	-36	-0.5	2	-1.4	-3	9	3	-0.8	4
COc1ccc(NC(=S)N2CCN(C(=O)c3ccco3)CC2)cc1OC	114	nt	-3	nt	24	-3.8	-12	20	14	-0.9	-4
Cc1nonc1C1CCCN1Cc1cn[nH]c1-c1ccc(-c2ccccc2)cc1 (stereo unspecified)	98	0.2	-7	-2.0	-3	4.1	-8	-21	8	0.1	-1
O=C(CCCn1c(SCc2ccccc2F)nc2ccccc2c1=O)NCC1CCCO1 (stereo unspecified)	115	-2.6	nt	0.2	-24	-2.2	1	11	-14	-3.1	-20
CC1(c2ccc3ccccc3c2)NC(=O)NC1=O (stereo unspecified)	110	0.0	-7	0.9	-11	-4.2	-4	19	11	0.5	4
CCOC(=O)C(=O)Nc1cc(C)nn1-c1nc2ccccc2[nH]1	100	1.2	4	3.0	21	1.9	-18	-11	-1	2.2	-4
O=C(Cn1nc(-c2ccc3c(c2)OCCO3)ccc1=O)Nc1ccc(-n2cnnn2)cc1	96	0.9	-14	2.4	-15	-0.6	-7	3	-4	2.4	-17
COc1cc(/C=N/NC(=O)C2C3CCCCC32C)cc(Br)c1O (stereo unspecified)	104	0.5	-8	1.6	8	1.6	3	-8	0	4.7	-6
O=C(Nc1nccs1)c1ccc2nccnc2c1	nt	2.3	-8	3.6	6	-1.8	20	9	-2	1.6	-6
Cc1cc(OC(=O)c2ccc3ccccc3c2)c([N+](=O)[O-])c(=O)[nH]1	108	-1.2	20	2.8	-6	-1.6	-18	7	3	3.1	-5
O=C(CN1C(=O)NC2(CCOc3ccccc32)C1=O)Nc1ccc(Br)cc1F (stereo unspecified)	98	0.3	nt	0.2	-2	0.2	6	-1	-3	2.4	4
CN(C)S(=O)(=O)c1cc(NC(=O)Cn2ccsc2=N)ccc1Cl	101	1.9	0	1.9	5	-0.7	315	4	-13	4.6	-11
O=c1[nH]n2c(=O)c3c([nH]c2c1N=Nc1cccc(Cl)c1)CCCC3	nt	1.0	-1	-1.4	5	-5.3	416	27	-4	-1.2	-1
Cc1ccc(N/N=C(/Sc2nnnn2-c2ccccc2)C(=O)c2ccccc2)cc1	75	-1.5	-7	3.5	12	-1.8	-8	10	2	3.6	-5
O=C(C1CC1)N1CCc2[nH]c3ccccc3c2C1	98	-2.6	nt	-0.2	27	-0.4	2	2	-8	1.1	-5
COc1ccc(Cn2cccc(NC(=O)Nc3ccc(F)cc3)c2=O)cc1	103	3.0	-15	1.4	9	4.4	-33	-23	0	2.5	-16
O=C(COC(=O)C1=COCCO1)Nc1ccc(Cl)cn1	99	3.1	22	0.5	-6	-0.2	10	1	-5	0.1	-4
COc1ccc(/C=N/Nc2ncnc3c2[nH]c2ccc(C)cc23)c(OC)c1OC	93	-0.5	6	1.3	8	nt	-4	nt	-1	-0.7	nt
C=CCn1c(SCC(=O)Nc2ccc(F)cc2)nnc1-c1cnccn1	92	-0.7	-45	-0.3	-9	-1.3	-13	7	8	0.9	-3
Cc1cc(-n2c(=O)c(C#N)cc3c(=O)n4ccccc4nc32)no1	nt	2.1	nt	3.9	8	-3.1	68	18	7	2.2	3
COc1ccc(C(=O)/C=C/c2ccc(O)cc2)c(O)c1C/C=C(\C)CCC=C(C)C	79	4.8	-6	4.3	24	-0.1	nt	1	9	0.2	-3
CCN(CC)C(=O)CSc1ncnc2c1cnn2-c1ccccc1	98	-0.5	-9	3.8	12	-3.1	29	16	0	2.9	-15
CCOC(=O)c1ccc(NC(=S)NCCCN2CCOCC2)cc1	102	-0.3	4	1.6	-1	-1.6	622*	9	8	1.0	-5
COc1ccccc1N(C)S(=O)(=O)c1ccc(C(=O)Nc2ccc(N3CCOCC3)cc2)cc1	98	-2.1	3	3.8	0	6.2	-9	-29	8	3.5	0
Cc1cccc(/C=N/NC(=O)c2ccc(NC(=O)c3cccc(Cl)c3)cc2)n1	nt	-2.5	-22	-0.9	21	4.9	-7	-37	-6	-0.6	2
CCc1ccccc1NC(=O)COC(=O)c1cccs1	115	-0.8	14	2.4	22	0.3	22	-2	-3	3.4	7
OCCC1CN(CCCn2cccn2)CCN1C1CCCCC1 (stereo unspecified)	nt	nt	13	nt	16	-3.4	nt	15	-2	2.3	-10
N#C/C(=C\c1cccc([N+](=O)[O-])c1)C(=O)NCC1CCCO1 (stereo unspecified)	103	-0.7	7	-0.1	16	-2.7	-19	14	4	1.4	2
COc1cc2c(cc1OC)C(C)N(C(=O)[C@@H](NC(=O)c1ccccc1)C(C)C)CC2 (stereo partly specified)	98	1.0	-5	1.8	21	-1.0	693	5	-2	-0.7	9
Cc1ccccc1NC(=O)c1nn(C)c(C(=O)Nc2ccccc2C)c1[N+](=O)[O-]	122	-1.8	-2	-1.5	53	0.1	2	0	-9	1.3	-4
COCCNC(=O)/C(C#N)=C/c1cc(Br)c(O)c(OC)c1	103	2.1	4	5.6	-13	-1.1	27	5	-2	3.8	-1
CCOc1ccccc1C(=O)Nc1cc(Cl)ccc1O	102	3.6	37	4.2	-8	-1.0	24	6	8	6.2	2
O=C(c1ccc2c(=O)n(Cc3ccco3)c(=S)[nH]c2c1)N1CCN(c2ccccc2)CC1	103	-1.2	-10	0.5	7	1.4	-2	-7	0	2.6	7
O=C(CC(Cc1ccccc1)C(=O)O)Nc1ccc(Cl)c(Cl)c1 (stereo unspecified)	97	0.8	8	0.5	1	0.1	-21	0	-7	1.1	-3
Cc1ccc2nc(C)c(CN3CCN(c4ccc([N+](=O)[O-])cc4Cl)CC3)n2c1	107	1.3	29	2.5	-2	-2.6	2	14	-4	3.3	0
CN1CCN(C(=O)C2CCC(C)(C(=O)O)C2(C)C)CC1 (stereo unspecified)	123	-0.8	nt	2.7	-4	0.4	13	-2	-1	1.5	2

Shown as a hit in Mot1-301 SUMO (from the list above):
SMILES | DSG3 Ab inh | Arrestin-AP2 inh | MOR-DOR ag | Mot1-301 SUMO | MOR-DOR inv ag | Tat transport | phage Ecoli inh | PKA-R1A act
CCOC(=O)c1ccc(NC(=S)NCCCN2CCOCC2)cc1 | 102 | -1 | -1.6 | 622* | 9 | 8 | 1.0 | -5

The list continues.
SMILES	DSG3 Ab inh	E coli growth	PfHsp90 set2	AddAB inh	Arrestin-AP2 inh	MOR-DOR ag	Mot1-301 SUMO	MOR-DOR inv ag	Tat transport	phage Ecoli inh	PKA-R1A act
Cc1nn(-c2ccccc2)c(N2CCCC2)c1/C=N/NC(=O)c1ccccc1O	96	1.6	-14	2.8	-11	-1.9	-2	10	2	-0.8	9
CC(C)c1ccc(C2CC(c3ccc(Br)cc3)=NN2C(N)=S)cc1 (stereo unspecified)	99	0.9	-21	1.6	-2	4.4	2	-30	6	0.6	5
CC12CCC(C(=O)Nc3ccccc3Cl)([C@H](Br)C1=O)C2(C)C (stereo partly specified)	nt	-0.2	6	-0.1	11	-2.1	122	11	2	3.8	-3
O=[N+]([O-])c1ccc(N2CCN(c3ccccc3F)CC2)c(S(=O)(=O)N2CCOCC2)c1	95	-0.4	0	2.6	-11	-1.0	201	6	-1	-0.2	-9
O=C1CC(N2CCN(c3ccccc3)CC2)C(=O)N1c1ccc(Cl)cc1 (stereo unspecified)	103	-1.4	6	3.7	48	0.9	-10	-4	0	0.1	-7
CNC(=O)C1(C)C=CCN1C(=O)c1ccccc1 (stereo unspecified)	107	2.0	-11	2.6	-8	-2.7	0	16	4	3.4	-8
O=Cc1ccc(Sc2nnc(-c3ccccc3)o2)c([N+](=O)[O-])c1	101	-0.7	9	2.3	-13	3.2	14	-15	-20	nt	-3
S=c1nc(-c2cccc(Cl)c2)[nH][nH]1	102	3.2	-27	2.5	17	-1.3	-27	8	-7	4.1	-9

Profiles, quoted from the list:
Results for S=c1nc(-c2cccc(Cl)c2)[nH][nH]1 = DSG3 Ab inh = 102; E coli growth = 3.2; PfHsp90 set2 = -27; AddAB inh = 2.5; Arrestin-AP2 inh = 17; MOR-DOR ag = -1.3; Mot1-301 SUMO = -27; MOR-DOR inv ag = 8; Tat transport = -7; phage Ecoli inh = 4.1; PKA-R1A act = -9
Results for O=[N+]([O-])c1ccc(N2CCN(c3ccccc3F)CC2)c(S(=O)(=O)N2CCOCC2)c1 = DSG3 Ab inh = 95; E coli growth = -0.4; PfHsp90 set2 = 0; AddAB inh = 2.6; Arrestin-AP2 inh = -11; MOR-DOR ag = -1.0; Mot1-301 SUMO = 201; MOR-DOR inv ag = 6; Tat transport = -1; phage Ecoli inh = -0.2; PKA-R1A act = -9

Random draw from the library; any-hit rate near 2.8%.
